a7 integrin act – activates integrin-mediated alleviation for muscular dystrophy. alpha7betagal myoblasts, beta-gal FDG fluorescence, 48 h. Potency, µM (top dose mostly 38.3 µM), without a hit: at the highest dose activation, usual class: activators. AID 624291. 0.064% of 350,000 active;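 note: potency is the fitted concentration of half-maximal effect; 100% = response of the positive control SU9516; nearly all actives have a fitted effect of over 60% in size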
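alpha7betagal+/- myoblasts (passage 13, 250/well) treated 48 h at 37C with compounds at 1:260 dilution of DMSO stock. Lysed, then beta-galactosidase activity read as FDG fluorescence (ex 480/em 540) after 30 min, with pre-read for autofluorescence.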
TSG101-PTAP inh – blocks PTAP/TSG101 interaction to inhibit HIV-1 budding; Fluorescence polarization, FITC-PTAP peptide / Tsg101 binding; Potency, µM (series often up to 115 µM), for inactives: at the top dose activity change, negative = inhibition, hits mostly inhibitors; 340,000 tested, under 10 active; AID 493005; active = well fitted inhibition curve with a large enough effect in the main read-out, with a control signal flat, not every such curve was filed as active; inconclusive = small, poorly fitted or top-dose-only effect, or effect the other way, or a change in a side signal; inactive = no such curve, though single readings can be large or run the other way; note: potency is the fitted concentration of half-maximal effect; % of control where 0% means no effect
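Steps: Tsg101 binding domain dispensed (10 uM final), compounds pinned in DMSO, FITC-labeled PTAP-motif peptide added (50 nM final); after 20 min binding at room temperature, polarization measured.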
Eya2 inh – inhibitors of human Eya2 phosphatase activity; recombinant Eya2, OMFP fluorescence dephosphorylation (OMFP is methylfluorescein phosphate); Potency, µM (doses to about 76.9 µM), for the others: at the highest dose activity, negative = inhibition, usual class: inhibitors; 0.006% of 330,000 active; AID 488837; note: potency is the fitted concentration of half-maximal effect; % is set by controls: 0 for no effect and ±100 for the full control effect
Target sequence (O00167 whole entry, looked up): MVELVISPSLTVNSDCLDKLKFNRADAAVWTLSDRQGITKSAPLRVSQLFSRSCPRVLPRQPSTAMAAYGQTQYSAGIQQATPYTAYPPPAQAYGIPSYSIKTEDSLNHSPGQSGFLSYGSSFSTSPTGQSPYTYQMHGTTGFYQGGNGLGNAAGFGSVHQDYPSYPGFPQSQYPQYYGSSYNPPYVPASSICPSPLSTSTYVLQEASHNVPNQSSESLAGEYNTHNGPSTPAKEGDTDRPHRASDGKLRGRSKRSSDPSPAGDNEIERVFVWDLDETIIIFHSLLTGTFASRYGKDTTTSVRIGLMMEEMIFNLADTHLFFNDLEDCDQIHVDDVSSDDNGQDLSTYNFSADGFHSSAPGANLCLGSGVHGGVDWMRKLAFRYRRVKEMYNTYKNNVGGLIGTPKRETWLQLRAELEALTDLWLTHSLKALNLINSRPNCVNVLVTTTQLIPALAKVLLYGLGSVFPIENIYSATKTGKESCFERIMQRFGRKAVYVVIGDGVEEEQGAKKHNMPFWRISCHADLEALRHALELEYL
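Eya2 (0.2 uM) preincubated 10 min at ambient with compound, then OMFP substrate added at 50 uM; 10 min reaction in 50 mM HEPES pH 7.5, 50 mM NaCl, 5 uM MgCl2, 0.05% BSA, 1 mM DTT. Fluorescence read at Ex 485/Em 525 nm.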
TSHR antagonist – blocks TSH signaling through the human TSH receptor | P16473 | TSHR-expressing cells, TSH-stimulated cAMP HTRF, 2 h; active compounds read low | activity change, negative = inhibition, % at 11.5 µM | 0.2% of 330,000 active;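 active = activity change below a set negative limit, meaning inhibition stronger than a set level, cut at about -70% in these data; inconclusive = activity change between two set negative limits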; note: % is set by controls: 0 for no effect and ±100 for the full control effect
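Competitive HTRF cAMP read-out (cryptate anti-cAMP antibody, cAMP-d2; 30 min, room temperature) in freshly harvested TSHR cells. Compounds added before TSH at EC80 (4nM final), followed by 2 hours' incubation at 37 deg C.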
TCR activator – activates T cell receptor signaling. AID 504894. Potency, µM (doses to about 9.22 µM), without a hit: top-dose activation of IL-2 secretion, most hits filed as activators. 330,000 tested, under 10 active. primary human leukocytes, anti-CD3, IL-2 HTRF, 48 h; note: % of control where 0% means no effect
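Activity was scored as IL-2 release from primary human leukocytes given only a TCR signal (a-CD3 beads) plus compound for 48 hr. Detection used a two-antibody HTRF format read at 665nm.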
S-ASM inh – inhibitors of human secretory acid sphingomyelinase. placental ASM, HMU-PC fluorogenic substrate, 60 min. Potency, µM (doses to about 57.5 µM), for inactives: at the top dose activity change, negative = inhibition, most hits filed as inhibitors. 0.006% of 340,000 active. AID 504937; note: potency is the fitted concentration of half-maximal effect
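Human placenta-derived ASM preincubated with compound 10 min at room temperature, then reacted with 9 uM (final) fluorogenic HMU-PC substrate for 60 min at 37 C. Stop solution raises pH to 10; fluorescence read at Ex 386/Em 447 nm.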
Chronic BCR inh – inhibitors of chronic active B-cell receptor signaling. ABC-DLBCL IkBa-CBG/CBR reporter, luminescence ratio, 4 h. Potency, µM (highest dose often 46.1 µM), inactives show at the top dose ratio change, negative = lower green/red ratio, most hits filed as inhibitors. 0.05% of 340,000 active; active = well fitted inhibition curve with a large enough effect in the signal ratio, with a control signal flat, not every such curve was filed as active; inconclusive = small, poorly fitted or top-dose-only effect, or effect the other way, or a change in a side signal; the % refers to the signal ratio;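 note: potency is the fitted concentration of half-maximal effect; plate controls were basal doxycycline-induced cells for no effect and cells given 10 µM MG132 for full effect; MG132 reads +100%, hits lower the ratio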
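Cell line TMD8 (human ABC DLBCL), stably expressing tet-inducible CBG68-IkBa fusion and CBR; IMDM/0.5% FBS; cpd up to 46 uM; dox induction, 4 h, 37C/5% CO2; dual luminescence; green/red ratio; MG132 control.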
Tb PFK inh – T. brucei PFK enzyme inhibition. O15648. T. brucei PFK, ADP-Glo luminescence. Potency, µM (titrated, usually from 57.5 µM), without a hit: top-dose activity, negative = inhibition, most hits filed as inhibitors. 0.17% of 330,000 active;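 note: potency is the fitted concentration of half-maximal effect; 0% = uninhibited 1x PFK enzyme wells and -100% = no-enzyme wells; nearly all actives have a fitted effect of over 60% in size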
Target sequence (O15648 whole entry, looked up): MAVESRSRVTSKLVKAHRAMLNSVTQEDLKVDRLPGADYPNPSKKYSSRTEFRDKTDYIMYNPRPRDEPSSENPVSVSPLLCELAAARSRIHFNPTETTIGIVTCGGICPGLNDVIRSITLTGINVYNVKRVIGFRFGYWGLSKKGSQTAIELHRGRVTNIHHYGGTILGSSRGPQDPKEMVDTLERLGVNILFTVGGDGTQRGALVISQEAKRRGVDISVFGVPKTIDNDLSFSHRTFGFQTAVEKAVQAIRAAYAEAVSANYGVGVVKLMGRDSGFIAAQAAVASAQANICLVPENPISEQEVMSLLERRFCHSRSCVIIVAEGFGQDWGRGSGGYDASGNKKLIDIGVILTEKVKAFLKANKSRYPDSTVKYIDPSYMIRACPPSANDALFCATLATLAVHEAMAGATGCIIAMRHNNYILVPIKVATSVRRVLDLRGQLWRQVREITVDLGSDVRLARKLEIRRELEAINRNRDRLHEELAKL
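ADP-Glo luminescence quantified ADP after 45 min at room temperature, with 1.25 nM T. brucei PFK, 0.1 mM ATP and 0.5 mM fructose-6-phosphate in pH 8.0 TEA buffer. qHTS titrations up to 57 µM; curves classified by quality.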
A-T KAP1 phos – candidate therapy for ataxia-telangiectasia. […] A-T fibroblasts, KAP-1 phosphorylation AlphaLISA; neocarzinostatin DNA damage 30 min before lysis. Potency, µM (highest dose often 57.5 µM), without a hit: at the top dose activation, most hits filed as activators. 0.19% of 320,000 active. AID 485349; note: potency is the fitted concentration of half-maximal effect; % of control where 0% means no effect; nearly all actives have a fitted effect of over 45% in size
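hTERT-immortalized A-T patient fibroblasts ([…]), 500 cells/well in OPTI-MEM, 1% FBS, got compounds for 60 min, then NCS for 30 min at 37C. Lysates were then assayed for phospho-KAP-1 by AlphaLISA (anti-pKAP1 donor, anti-KAP1 acceptor beads), 6 hr at 25C.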
ELG1 DNA repair – inhibitors of ELG1-dependent DNA repair in HEK293T cells. HEK293T ELG1-luciferase reporter, luminescence, 16 h; DNA damage induced by 5-fluorouridine. Potency, µM (top dose mostly 46.1 µM), for the others: at the highest dose activity change, negative = inhibition, usual class: inhibitors. 2.3% of 330,000 active. AID 504467; note: potency is the fitted concentration of half-maximal effect; % is set by controls: 0 for no effect and ±100 for the full control effect; nearly all actives have a fitted effect of over 55% in size
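Luminescence from the luciferase reporter, measured 30 min after ONE-Glo reagent at room temperature, was the read-out. Beforehand, 2,000 cells per well were exposed for 16 hr at 37 °C to 5-fluorouridine together with compound or vehicle.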
Mito fusion act – blocks mitochondrial division or promotes mitochondrial fusion; S. cerevisiae fusion-defective mutant growth rescue, CellTiterGlo 48 h; Potency, µM (series often up to 46.1 µM), for inactives: top-dose growth rescue (activation), usual class: activators; 0.23% of 320,000 active; AID 485298;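 note: potency is the fitted concentration of half-maximal effect; % of control where 0% means no effect; nearly all actives have a fitted effect of over 45% in size; temperature-sensitive fusion mutants such as fzo1-1 at 37 °C on non-fermentable ethanol glycerol medium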
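Growth-rescue viability read-out: after 48 h at the non-permissive 37C in glycerol/ethanol YPEG, yeast mitochondrial fusion mutants are measured by CellTiterGlo luminescence; compounds (23 nl pinned per well) restoring growth score as division inhibitors or fusion activators.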
The depositor's hits bear a star; u = inconclusive; x = no result given; [ ] = dose if it differs, or a comment. Unless noted, calls come from the whole dose curve; as a rule, active = well fitted curve in the direction sought with a large enough effect; inconclusive = small, poorly fitted or top-dose-only effect, or another doubt; inactive = no such curve, though single readings can be large; an effect the other way counts as inactive or inconclusive.

Sequence of screens – a7 integrin act	TSG101-PTAP inh	Eya2 inh	TSHR antagonist	TCR activator	S-ASM inh	Chronic BCR inh	Tb PFK inh	A-T KAP1 phos	ELG1 DNA repair	Mito fusion act
Cc1cc(C)nc(NCC(O)CNc2ccccc2C)n1 (stereo not given)
 : 34%	-2%	-9%	9	-8%	3%	-2%	7%	-10%	8%	1%
Nc1nc(CN2CCC(Cc3ccccc3)CC2)nc(Nc2ccccc2)n1
 : -35%[inhibitor]	-12%	0%	-4	-1%	-1%	19%	-1%	2%	-20%	0%
O=C(Nc1ccccc1)N1CCC(n2c(=O)[nH]c3ccccc32)CC1
 : 6%	-4%	-21%	-8	-2%	0%	-1%	2%	3%	-12%	-1%
COc1ccc(N2C(=O)C3ON(C4SC(=S)N(C)C4(C)C)C(c4ccc([N+](=O)[O-])cc4)C3C2=O)cc1 (stereo not given)
 : 14%	-3%	1%	0	x	-3%	-1%	-3%	6%	11%	-11%
N/C(=N\OC(=O)COc1ccc(Br)cc1Cl)c1ccccn1
 : 17%	-3%	1%	-28	3%[46.1 µM]	-4%	u	-18%	-13%	u	u
CC(=O)c1ccc(NC(=O)CCC(=O)OCC(=O)c2cccc([N+](=O)[O-])c2)cc1
 : 3%	-8%	2%	-7	-4%	0%	u	1%	-6%	3%	-5%
CCSc1nc2ccccc2c(=O)n1OCC(=O)OC
 : 9%	-9%	-7%	-14	3%	-2%	-1%	2%	-2%	11%	3%
Cc1ccccc1NC(C)C(=O)N/N=C/c1c[nH]c2ccccc12 (stereo not given)
 : 5%	-3%	5%	-4	6%	-2%	-6%	2%	1%	-5%	-2%
CCOC(=O)CN1C(=O)C(=O)N(Cc2ccccc2)C1=O
 : -18%	-2%	2%	13	-1%	4%	2%	4%	14%	8%	3%
O=C(CSc1ccc(-c2ccco2)nn1)Nc1ccccc1F
 : -19%	-3%	-14%	-2	6%	-1%	2%	1%	4%	u	6%
CSc1nnc(Nc2ccccc2C)s1
 : 7%	-3%	7%	0	-5%	-2%	u	2%	1%	u	-6%
NS(=O)(=O)c1ccc(NC(=O)CSc2ccccc2)cc1
 : -1%	1%	9%	15	-2%	2%	-10%	15µM*	2%	5%	6%
O=C(Nc1ccncc1)C1CCCN(S(=O)(=O)c2cccc3cccnc23)C1 (stereo not given)
 : 24%	1%	-6%	2	8%	-1%	-22%	-6%	-6%	u	-4%
CN1CCN(C(=O)/C(=C/c2ccc([N+](=O)[O-])cc2)NC(=O)c2ccccc2)CC1
 : -18%	-1%	-22%	-6	-2%	-2%	-1%	2%	17%	-3%	0%
O=Nc1c(O)n(Cc2cccc(C(F)(F)F)c2)c2ccccc12
 : -34%	-4%	-4%	-28	-1%	-13%	u	7%	-1%	-10%	u
CC(C)C(=O)c1cc2c(cc1NC(=O)c1cccs1)OCCO2
 : -3%[7.66 µM]	1%	-4%	11	x	22%	14%	0%	3%	-22%	4%
C[C@]12CCC(=O)CC1=CCC1C3CC=C(C#N)[C@@]3(C)CC[C@@]12O (stereo not given in full)
 : 2%	-2%	1%	-1	-1%	3%	-7%	-13%	6%	-10%	-13%
Cc1ccc(NC(=O)c2noc3c2CCCCC3)cc1C
 : 12%	-15%	7%	5	0%	-1%	u	0%	-2%	u	-2%
CC(Oc1ccc(Br)cc1)C(=O)N1CCc2ccccc21 (stereo not given)
 : 3%	-7%	2%	23	1%[46.1 µM]	-6%	-1%	-1%	19%	2%	5%
O=C(CNC(=O)c1ccco1)Nc1cc(Cl)ccc1N1CCOCC1
 : 26%	-1%	-11%	17	1%	-1%	5%	1%	14%	u	6%
O=C(CNC(=O)Cc1ccccc1)NCc1cccc(C(F)(F)F)c1
 : 0%	-5%	-6%	11	-4%	0%	u	-1%	7%	12%	2%
CC(=O)c1ccc(N2CCN(c3ccc(C(F)(F)F)cn3)CC2)cc1
 : 24%	0%	1%	-4	2%[46.1 µM]	-4%	4%	-6%	-1%	-4%	5%
COc1cc2c(cc1NC(=O)c1cccc([N+](=O)[O-])c1)oc1ccccc12
 : 1%	-10%	20%	10	8%	4%	u	-2%	-3%	u	1%
C=CC[C@@H](CC(=O)OC(C)(C)C)C(=O)OC[C@@H]1CCCN1C(=O)[C@@H](CC=C)CC(=O)N(CCO)Cc1ccccc1
 : -28%	-6%	-7%	1	1%	2%	0%	-6%	-3%	u	x
Cc1cc(C)nc(N(C#N)Cc2ccccc2Cl)n1
 : -7%	-5%	-12%	-6	2%	3%	u	-4%	3%	5%	9%
Cc1ccc2c(c1)CCCN2C(=O)c1ccco1
 : -4%	-4%	-17%	5	5%	0%	-16%	2%	2%	5%	2%
Cc1ccc(-c2ocnc2C(=O)N2CCN(C(=O)c3cccs3)CC2)cc1
 : 9%	-4%	-6%	0	-7%	1%	-14%	-10%	-1%	-16%	-3%
Cc1ccc2cc(CCNC(=O)C(C)C)c(=O)[nH]c2c1
 : 20%	-3%	7%	-4	1%	2%	u	-3%	8%	u	-1%
Cc1ccc2c(c1C)NC(=O)C21N2CCCC2C(C(=O)c2ccc3ccccc3c2)C12C(=O)Nc1ccccc12 (stereo not given)
 : 4%	0%	8%	-6	-4%	-3%	3%	5%	u	-7%	4%
O=C(Cc1ccc(S(=O)(=O)N2CCCC2)s1)Nc1cccc([N+](=O)[O-])c1
 : -35%	1%	2%	x	x	-1%	-1%	-5%	-4%	u	x

Entries listed so far printed as active in Tb PFK inh:
SMILES,a7 integrin act,TSG101-PTAP inh,Eya2 inh,TSHR antagonist,TCR activator,S-ASM inh,Chronic BCR inh,Tb PFK inh
NS(=O)(=O)c1ccc(NC(=O)CSc2ccccc2)cc1,-1%,1%,9%,15,-2%,2%,-10%,15µM*

New compounds follow.
Sequence of screens – a7 integrin act	TSG101-PTAP inh	Eya2 inh	TSHR antagonist	TCR activator	S-ASM inh	Chronic BCR inh	Tb PFK inh	A-T KAP1 phos	ELG1 DNA repair	Mito fusion act
CC(=O)Nc1ccc(C(=O)N2CCc3cc4c(cc3C2C)OCCCO4)cc1 (stereo not given)
 : -7%	-8%	11%	7	-3%	-3%	-9%	2%	-2%	-5%	6%
COc1ccc(C(CNC(=O)c2ccc(S(=O)(=O)N3CCCC3)cc2)N2CCOCC2)cc1 (stereo not given)
 : 0%	-6%	21%	30	0%	4%	-1%	-17%	55%	u	-23%
CC(C)n1nc(C(=O)Nc2cccc(S(=O)(=O)N3CCCCC3)c2)c2ccccc2c1=O
 : -11%	-2%	-18%	-19	13%	-5%	-7%	u	9%	u	-3%
COc1ccc(OCCNC(=O)c2ccc(C)cc2)cc1
 : 2%	-4%	9%	2	5%	0%	3%	3%	-6%	u	-14%
CCCCc1nc2ccccc2c(C(=O)O)c1C
 : 20%[7.66 µM]	-5%	7%	-6	0%	3%	1%	-5%	5%	8%	-1%
O=C1/C(=C/c2cccs2)SC(=S)N1c1ccccc1
 : -2%	-6%	-4%	-4	x	-4%	u	2%	-1%	27%	1%
O=C(O)c1cccc(N/N=C/c2cn(-c3ccccc3)nc2-c2cccs2)c1
 : u	2%	7%	-5	3%	0%	0%	-8%	x	u	-4%
CC(C)(C)N1CC(C(=O)Nc2ccc(S(=O)(=O)N3CCCCC3)cc2)CC1=O (stereo not given)
 : 5%	-9%	-11%	-2	5%	6%	0%	4%	11%	1%	-2%
c1ccc(-c2cc3ncccc3cn2)cc1
 : 6%	-5%	-5%	-11	-2%	-3%	5%	2%	1%	u	-2%
CC1CCCCN1C(=O)c1ccc(C(=O)Nc2ccc(F)cc2)cc1 (stereo not given)
 : -8%	-7%	-1%	44	-7%	1%	u	-12%	13%	-25%	16%
COc1cccc(S(=O)(=O)Nc2cccc(C(=O)N3CCCCCC3)c2)c1
 : -1%	-2%	1%	0	1%[46.1 µM]	-3%	-1%	0%	0%	-21%	-2%
O=C1c2ccncc2C(=O)N1C1CCCCC1
 : u	-3%	0%	6	0%	9%	-4%	10%	1%	15%	1%
